Bioassay records: PubChem BioAssay, National Center for Advancing Translational Sciences (NCATS)
Nrf2 activator: activators of Nrf2 (ARE) signaling | AREc32 ARE-luciferase reporter (MCF7-derived line), luminescence, 24 h | Potency, µM (titrated, usually from 46.1 µM), for inactives: top-dose activation, most hits filed as activators | hit rate 0.31% among 410,000 | AID 624171; also: potency is read from the fitted curve at half-maximal effect; % of control where 0% means no effect; nearly all actives have a fitted effect of over 65% in size
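Quantitative high-throughput format: AREc32 reporter cells, 1000 per well, received compound by pin transfer and were incubated 24 hr at 37 deg C, 5% CO2, before Steady-Glo luminescence detection.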
MCF10A rereplic: inducers of DNA re-replication in MCF 10A breast cells; MCF 10A DNA re-replication, Hoechst nuclear intensity, 48 h; Potency, µM (series often up to 46.1 µM), inactives show at the highest dose activity, positive = re-replication, most hits filed as activators; hit rate 2.9% among 350,000; also: potency is read from the fitted curve at half-maximal effect; % of control where 0% means no effect; nearly all actives have a fitted effect of over 50% in size
Nrf2 inh: blocks Nrf2 signaling; A549 ARE-Fluc reporter, luciferase luminescence, 18-24 h; AID 504444; hit rate 2.1% among 360,000; Potency, µM (titrated, usually from 46 µM), for the others: at the highest dose activity change, negative = inhibition, actives largely listed as inhibitors; also: potency is read from the fitted curve at half-maximal effect; % is scaled to controls: 0 for no effect and ±100 for the full control effect; nearly all actives have a fitted effect of over 60% in size
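Cells were seeded and rested 2 h, then exposed to compounds for 18-24 h. CellTiter-Fluor was read first as a viability measure. BugLite was added 15 min before the final luminescent read of ARE-luciferase activity in A549 cells.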
ATXN2 expr inh: reduces ATXN2 reporter expression in HEK-293 cells; Potency, µM (doses to about 57 µM), for the others: at the top dose activity change, negative = inhibition, hits mostly inhibitors; HEK-293 ATXN2-luciferase reporter, luminescence, 24 h; AID 1745845; hit rate 0.72% among 360,000; also: potency is read from the fitted curve at half-maximal effect; % is scaled to controls: 0 for no effect and ±100 for the full control effect; nearly all actives have a fitted effect of over 55% in size
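ATXN2-luciferase reporter cells (luciferase flanked by upstream and downstream ATXN2 gene portions) were treated 24 h at 37 °C with compounds at up to 57 uM. SteadyGlo luminescence gave expression; GF-AFC fluorescence gave viability.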
S2 tox: viability counter-screen for ATXN expression inhibitors; S2 cells (HEK-293 line with an ATXN2-luciferase reporter) viability, CellTiter-Fluor protease fluorescence, 24 h; Potency, µM (doses to about 56.7 µM), most hits filed as cytotoxic; hit rate 0.49% among 400,000; also: potency is read from the fitted curve at half-maximal effect; nearly all actives have a fitted effect of over 40% in size
TGFb SMAD3 inh: blocks TGF-b signaling | HepG2 CAGA-GFP TGF-b/SMAD3 reporter, GFP fluorescence, 18 h; TGF-beta stimulated, 500 pg/mL final | Potency, µM (titrated, usually from 46.1 µM), for inactives: at the top dose activity, negative = inhibition, actives largely listed as inhibitors | hit rate 1.2% among 410,000 | AID 588855; also: potency is read from the fitted curve at half-maximal effect; % is scaled to controls: 0 for no effect and ±100 for the full control effect; nearly all actives have a fitted effect of over 65% in size
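Using HEPG2 CAGA-GFP reporter cells at 1000 cells/well, we pinned test compounds, stimulated with recombinant TGF-beta (500 pg/mL final) and measured total well GFP after 18 h.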
HepG2 viability: HepG2 cytotoxicity, counter-screen for TGF-b inhibitors; AID 588856; HepG2 CAGA-GFP viability, ATP luminescence, 18 h; hit rate 0.76% among 410,000; Potency, µM (top dose mostly 46.1 µM), for inactives: at the highest dose activity change, negative = cytotoxicity, usual class: cytotoxic; also: potency is read from the fitted curve at half-maximal effect; some results filed as inactive show a strong effect at the top dose
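CellTiter-Glo luminescence gave cytotoxicity after 18 hours at 37 degrees C. The cells were HepG2 CAGA-GFP in 1% FBS DMEM, stimulated with 500 pg/mL TGF-beta after compound addition. %Activity was normalised to no-cell wells (complete cell-killing) and DMSO (no toxicity), and curves were fitted and classified.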
A549 tox: counter-screen for Nrf2 inhibitors: cytotoxicity in A549 cells | A549 ARE-Fluc cells, CellTiter-Fluor viability, 18-24 h | Potency, µM (top dose mostly 46 µM), for inactives: at the highest dose activity change, negative = cytotoxicity, hits mostly inhibitors | hit rate 0.16% among 390,000 | AID 504648; also: potency is read from the fitted curve at half-maximal effect; % is scaled to controls: 0 for no effect and ±100 for the full control effect
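A549 ARE_Fluc cells in 5% FBS OPTI-MEM were exposed to compounds in concentration-response for 18-24 h at 37 deg C. Viability was read by CellTiter-Fluor fluorescence (Ex 405/Em 525) after 30 min, before the luciferase read.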
IL-1B inflam inh: inhibitors of inflammasome signaling (IL-1 beta secretion); THP-1 LPS/ATP IL-1B secretion, AlphaLISA, 16 h; active compounds read low; activity change, % at 57.5 µM; hit rate 4.7% among 360,000; in the data active = activity change below about -50%; inconclusive = mostly about -30% to -49%; also: % is scaled to controls: 0 for no effect and ±100 for the full control effect
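Secreted IL-1B measured by AlphaLISA bead assay after 16 h compound exposure of THP-1 cells; compounds (final up to 57.5 uM) added 1 h before LPS (250 ng/mL) and ATP (1.25 mM) stimulation; lower signal means less secretion.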
* marks the source's active call; other numbers are inactive results; i = inactive; ? = inconclusive; · = not tested or not shown; & = joins results of further samples; [ ] = remark or other dose. Unless noted, calls follow the shape of the dose curve; as a rule, active = well fitted curve in the direction sought with a large enough effect; inconclusive = small, poorly fitted or top-dose-only effect, or another doubt; inactive = no such curve, though single readings can be large; an effect the other way counts as inactive or inconclusive. Compounds were not picked by outcome; about 8.8% have a hit in one of these screens.

no. | Structure | Nrf2 inh | TGFb SMAD3 inh | ATXN2 expr inh | IL-1B inflam inh | A549 tox | HepG2 viability | Nrf2 activator | MCF10A rereplic | S2 tox
1 | CSCCC(NC(=O)c1ccco1)C(=O)Nc1ccncc1 (stereo not given) | 13% | 0% | -9% | 19 | -1% | -1% | -0.5% | 1% | i
2 | Cc1cccc(Oc2nc(-c3ccncc3)nc3ccccc23)c1 | -7% | ? | -18% | 5 | 1% | i | 5.9% | ? | i
3 | C[C@@H]1CN([C@H](C)CO)C(=O)c2cc(Br)cnc2O[C@@H]1CN(C)C(=O)c1ccccc1 | · | -1% | 1% | 8 | · | -1% | -0.7% | · | i
4 | OCCN1CCN(c2ncnc3c2c(-c2ccccc2)cn3-c2ccc(F)cc2)CC1 | ? | 10% | -11% | -97* | ? | -30% | 9.1% | 1% | i
5 | COc1ccc(CCNC(=O)C(=O)NCC2OCCN2S(=O)(=O)c2cccs2)cc1OC (stereo not given) | -29% | 0% | -1% | -5 | -18% | 6% | -0.7% | 5% | i
6 | COc1ccc(NS(=O)(=O)c2ccc(NC(=O)c3ccc(N(C)S(C)(=O)=O)cc3)cc2)c(OC)c1 | 1.8µM* | ? | -10% | 21 | -14% | 2% | 1.7% | 15% | ?
7 | COc1ccc(-c2cc3ncccc3cn2)cc1 | ? | ? | 26% | 16 | 2% | -33% | ? | 11% | i
8 | FC(F)(F)c1ccc(N2CCN(c3cc(-c4ccccc4)nc4ncnn34)CC2)nc1 | 15µM* | ? | ? | -61* | ? | -22% | 6.0% | -1% | i
9 | O=C(NCc1cccnc1)C(=O)C1C(=O)Nc2ccccc21 (stereo not given) | 5% | -9% | · | -10 | -7% | -5% | 1.1% | 3% | i
10 | O=S(=O)(c1cccc(C(F)(F)F)c1)N1CCN(C(=S)NCc2ccco2)CC1 | ? | 0% | 5% | -2 | -3% | -1% | -0.3% | -3% | i
11 | CC1CCN(C(=O)c2cc(-c3cccc(Cl)c3)on2)CC1 | ? | -3% | 46%[activator] | · | 8% | -22% | 7.1% | · | i
12 | Cc1cc(C)c2c(n1)sc1c(N3CCCCC3)ncnc12 | ? | -20% | 31% | · | 1% | 5% | 0.6% | -8% | i
13 | Nc1c(N(CCCO)C(=O)CCCN2C(=O)c3cccc4cccc(c34)C2=O)c(=O)[nH]c(=O)n1Cc1ccccc1 | -5% | -3% | -17% | 0 | -3% | 3% | 0.5% | -2% | i
14 | CCOc1ccccc1OCC(=O)OC(C)C(=O)Nc1ncc(Cl)cc1Cl (stereo not given) | 6% | 8% | 4% | 26 | 1% | 8% | 0.6% | -3% | i
15 | Cc1cc(C)cc(N2C(=O)CC(n3nc(C)cc3C)C2=O)c1 (stereo not given) | -15% | -1% | 4% | -1 | -7% | 1% | -0.5% | 18% | i
16 | CCSc1sc(CC)cc1C=O | -2% | -23% | -14%[11.3 µM] | 14 | 5% | 8% | 0.0% | 1% | i
17 | CCOc1ccc(NC(=S)NC23CN4CN(CN(C4)C2)C3)cc1 | -21% | 6% | -16% | 11 | -3% | 10% | 0.4% | 8% | i
18 | CCOC(=O)c1oc2ccccc2c1CN1CCN(c2ccccc2)CC1 | -7% | -8% | -2% | -6 | -2% | -8% | -0.3% | ? | i
19 | Cc1c(C(=O)NCc2ccc(Cl)c(Cl)c2)sc(=O)n1Cc1ccc(C(=O)N(C)C)cc1 | · | ? | ? | ? | · | 2% | -0.5% | · | ?
20 | CC(=O)Nc1nccc(-c2cc(-c3ccccc3)no2)n1 | ? | 6% | 15% | 3 | 7% | 1% | 15% | -1% | i
21 | COC(=O)c1c(NC(=O)C2c3ccccc3Oc3ccccc32)sc2c1CCC(C(C)(C)C)C2 (stereo not given) | 23% | -9% | 4% | · | 4% | 0% | 0.0% | · | i
22 | COc1cccc(NC(=O)C2CCCN2S(=O)(=O)c2ccc3c(c2)C(C)(C)C(=O)N3C)c1 (stereo not given) | -9%&-5% | 0%&14% | 5% | 2 | -1%&-1% | -6%&-1% | 0.1%&2.7% | -3% | i
23 | Cc1cc(C)c(C#N)c(SCC(=O)Nc2nnc(-c3ccccc3)s2)n1 | -29% | 8% | -7% | 32 | -9% | -29% | 5.7% | 10µM* | i
24 | COc1ccc(-c2ccc3c(c2)c(Sc2ccccc2)c(-c2cc(OC)cc(OC)c2)n3C)cc1 | · | · | 8% | 29 | · | · | -0.7% | · | i
25 | O=C(Nc1cccc(Cl)c1)c1cnc[nH]1 | ? | -2%&-3% | 20%&49% | -15 | -7%&-11% | 10%&0% | -0.1%&0.7% | -15% | i
26 | C=CCc1cc(Cl)ccc1OCCNCCOC | ? | 1% | -19%[11.3 µM] | ? | 4% | -8% | 5.4% | ? | i
27 | O=C(c1cnccn1)N(Cc1ccco1)C1(C(=O)NC2CCCC2)CCCCC1 | -8% | 6% | -33% | 31 | -11% | 3% | -0.2% | 1% | i
28 | O=C(C1CCC(=O)N1Cc1ccccc1Cl)N1CCN(c2ccc(F)cc2)CC1 (stereo not given) | 5% | -5% | 6% | -2 | 1% | 3% | -0.8% | ? | i
29 | COc1ccc2ccccc2c1/C=N\NC(=O)c1ccc(C)s1 | -24% | 0% | 4% | 56 | -1% | -10% | 4.0% | 15% | i
30 | CCCCn1c(N)c(N(CCOC)C(=O)CSCc2ccccc2C)c(=O)[nH]c1=O | -8% | -29% | 0% | 5 | -5% | 1% | -0.1% | 3% | i
31 | O=C(COc1cccc(F)c1)Nc1nc(-c2ccccn2)cs1 | · | -10% | · | 90 | · | -11% | 27% | · | ?
32 | c1ccc(CN(Cc2cccs2)C(c2cccs2)c2nnnn2C2CCCC2)cc1 (stereo not given) | -21% | -8% | -23% | -6 | 0% | -3% | -0.3% | 18% | i
33 | O=C(COC(=O)CSc1ccc(F)cc1)NC1CC1 | · | 3% | · | 36 | · | 9% | 0.2% | · | i
34 | N#Cc1ccc(S(=O)(=O)N2CCCCC2c2cc(C(=O)Nc3cccc4c3CCCC4)no2)cc1 (stereo not given) | · | -1% | -4% | 7 | · | -21% | -1.3% | · | i
35 | Cc1ccc(Cn2ccc(=O)c(Cc3c(Cl)cccc3Cl)c2C)cc1 | -20% | -27% | 0% | 21 | -12% | -18% | -0.5% | -7% | i
36 | CN(C)S(=O)(=O)c1cccc(COC(=O)c2ccc(Cl)cc2O)c1 | 6% | -1% | -7% | 32 | 0% | 8% | 0.6% | 0% | i
37 | CCOC(=O)CSc1nc2sc(C)c(C)c2c(=O)n1N | 4% | -7% | -1% | 51 | 10% | -15% | 2.0% | -34%[inhibitor] | i
38 | O=C(Nc1ccc(Cl)cc1)N1CCc2[nH]c3ccccc3c2C1 | -16% | 16% | -12% | -19 | -12% | -53% | 2.0% | -1% | i
39 | CC(C)(C)OC(=O)N1CC(O)CC1C(=O)OCC(=O)c1ccccc1 (stereo not given) | -8% | 3% | 0% | 4 | 0% | 7% | 0.1% | -15% | i
40 | CCN(CC)CCN1CCN(c2cnc(C)cn2)CC1 | · | 9% | 2% | -9 | · | 2% | -0.9%[9.22 µM] | · | i
41 | CCC(C)NC(=O)CSCc1nc(-c2ccc(C)cc2)oc1C (stereo not given) | -24% | ? | · | · | -2% | -28% | -0.1% | · | ·
42 | Cc1ccc(N2CC(C(=O)Nc3ccc4c(c3)OCCO4)CC2=O)cc1 (stereo not given) | 13% | -6% | 0% | 13 | -7% | 2% | -0.5% | 29% | i
43 | COc1ccc(CCNc2oc(COc3ccc(Br)cc3)nc2C#N)cc1OC | ? | ? | ? | -1 | -11% | -11% | -1.6% | ? | ?
44 | COC1=CC(=Cc2c(N)n3nc(CC(=O)N4CCOCC4)sc3nc2=O)C=C(OC)C1=O | -6% | ? | 0% | -7 | 19% | -10% | -0.4% | -1% | ·

8 entries from above, sorted by length of the SMILES, smallest number first.
no. | Structure | Nrf2 inh | TGFb SMAD3 inh | ATXN2 expr inh | IL-1B inflam inh | A549 tox | HepG2 viability | Nrf2 activator | MCF10A rereplic | S2 tox
40 | CCN(CC)CCN1CCN(c2cnc(C)cn2)CC1 | · | 9% | 2% | -9 | · | 2% | -0.9%[9.22 µM] | · | i
37 | CCOC(=O)CSc1nc2sc(C)c(C)c2c(=O)n1N | 4% | -7% | -1% | 51 | 10% | -15% | 2.0% | -34%[inhibitor] | i
41 | CCC(C)NC(=O)CSCc1nc(-c2ccc(C)cc2)oc1C (stereo not given) | -24% | ? | · | · | -2% | -28% | -0.1% | · | ·
38 | O=C(Nc1ccc(Cl)cc1)N1CCc2[nH]c3ccccc3c2C1 | -16% | 16% | -12% | -19 | -12% | -53% | 2.0% | -1% | i
35 | Cc1ccc(Cn2ccc(=O)c(Cc3c(Cl)cccc3Cl)c2C)cc1 | -20% | -27% | 0% | 21 | -12% | -18% | -0.5% | -7% | i
42 | Cc1ccc(N2CC(C(=O)Nc3ccc4c(c3)OCCO4)CC2=O)cc1 (stereo not given) | 13% | -6% | 0% | 13 | -7% | 2% | -0.5% | 29% | i
44 | COC1=CC(=Cc2c(N)n3nc(CC(=O)N4CCOCC4)sc3nc2=O)C=C(OC)C1=O | -6% | ? | 0% | -7 | 19% | -10% | -0.4% | -1% | ·
34 | N#Cc1ccc(S(=O)(=O)N2CCCCC2c2cc(C(=O)Nc3cccc4c3CCCC4)no2)cc1 (stereo not given) | · | -1% | -4% | 7 | · | -21% | -1.3% | · | i
